Screening results (PubChem BioAssay)
USP10 inh: inhibitors of human USP10 deubiquitinase | actives 1.1% (n = 47,000) | Q14694 | purified USP10, Ub-rhodamine fluorescence, 60 min | inhibition, % at 20 µM
Target sequence (Q14694 whole entry, looked up): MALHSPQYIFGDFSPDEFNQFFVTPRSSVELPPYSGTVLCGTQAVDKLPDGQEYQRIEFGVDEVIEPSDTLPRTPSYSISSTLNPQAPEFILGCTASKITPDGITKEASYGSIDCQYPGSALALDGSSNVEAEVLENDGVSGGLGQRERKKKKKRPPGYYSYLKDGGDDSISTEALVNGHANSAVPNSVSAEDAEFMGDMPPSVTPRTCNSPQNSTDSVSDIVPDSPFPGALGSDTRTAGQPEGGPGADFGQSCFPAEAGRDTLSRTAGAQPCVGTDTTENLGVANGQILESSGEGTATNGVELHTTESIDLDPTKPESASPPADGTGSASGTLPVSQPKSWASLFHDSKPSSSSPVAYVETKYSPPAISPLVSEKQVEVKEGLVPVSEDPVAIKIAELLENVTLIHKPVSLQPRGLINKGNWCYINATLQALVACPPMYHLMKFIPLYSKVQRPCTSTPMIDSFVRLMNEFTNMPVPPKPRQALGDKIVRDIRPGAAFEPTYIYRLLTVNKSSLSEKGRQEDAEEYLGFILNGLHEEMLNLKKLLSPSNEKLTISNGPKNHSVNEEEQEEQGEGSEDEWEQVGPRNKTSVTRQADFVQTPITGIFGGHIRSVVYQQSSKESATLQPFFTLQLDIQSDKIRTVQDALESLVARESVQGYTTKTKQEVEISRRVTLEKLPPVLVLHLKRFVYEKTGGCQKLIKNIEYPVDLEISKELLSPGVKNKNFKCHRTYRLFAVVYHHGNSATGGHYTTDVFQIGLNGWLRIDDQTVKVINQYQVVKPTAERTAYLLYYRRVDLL
USP28 block: inhibitors of human USP28 deubiquitinase; inhibition, % at 25 µM; purified USP28, Ub-rhodamine cleavage fluorescence, 30 min; actives 3% (n = 47,000); Q96RU2
USP30 block: human USP30 deubiquitinase inhibition | Q70CQ3 | purified USP30, Ub-rhodamine cleavage fluorescence | inhibition, % at 25 µM | actives 5.3% (n = 47,000)
USP17 inh: inhibitors of human USP17 deubiquitinase; A8MUK1; purified USP17, Ub-rhodamine cleavage fluorescence, 3 h; inhibition, % at 50 µM; actives 6.5% (n = 47,000); AID 1645855
USP7 block: blocks human USP7 ubiquitin-rhodamine cleavage; actives 0.3% (n = 47,000); purified USP7, Ub-rhodamine cleavage fluorescence; inhibition, % at 20 µM
USP8 block: blocks human USP8 ubiquitin-rhodamine cleavage; P40818; purified USP8, Ub-rhodamine cleavage fluorescence, 30 min; inhibition, % at 20 µM; actives 4.2% (n = 47,000)
UCHL1 block: human UCHL1 deubiquitinase inhibition; actives 0.2% (n = 47,000); purified UCHL1, Ub-rhodamine cleavage fluorescence; P09936; inhibition, % at 20 µM
Target sequence (P09936 whole entry, looked up): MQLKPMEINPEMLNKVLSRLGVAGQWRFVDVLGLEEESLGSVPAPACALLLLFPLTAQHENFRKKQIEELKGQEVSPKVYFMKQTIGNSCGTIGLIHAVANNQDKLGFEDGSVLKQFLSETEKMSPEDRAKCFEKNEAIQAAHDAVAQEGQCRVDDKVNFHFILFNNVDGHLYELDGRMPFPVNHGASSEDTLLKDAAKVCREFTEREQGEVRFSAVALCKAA
OTUD3 block: inhibitors of human OTUD3 deubiquitinase; AID 1645858; purified OTUD3, Ub-rhodamine fluorescence, 2 h; actives 0.7% (n = 47,000); inhibition, % at 25 µM
Active calls of the source: *; i = inactive; · = no result given. Cut-off read from the data, not from the text of the source: active = inhibition above about 30%; inactive = the rest.

USP17 inh	USP10 inh	USP8 block	USP30 block	USP28 block	UCHL1 block	OTUD3 block	USP7 block	Structure
-39.4	-8.7	-142.8	-111.1	-22.6	-5.3	-22.6	-6.8	O=C(C1=C(O)C(=O)N(CCN2CCOCC2)C1c1ccco1)c1cc2ccccc2o1 (stereo not given)
-0.7	3.0	-0.1	-0.9	1.6	0.0	0.0	3.5	COc1cc(NC(=O)N2CCCCCC2c2cccs2)cc(OC)c1 (stereo not given)
0.0	-3.8	-12.5	-66.7	-10.1	-11.5	-5.3	-5.3	Cc1cc(C(=O)N2CCc3nc(NC(=O)NC4CCCC4)sc3C2)no1
-14.6	0.5	-24.9	-12.1	-7.3	-1.2	0.0	1.3	CC(C)CC(=O)N1C[C@H]2C[C@H]3[C@](C1)(CN(CC(C)C)S3(=O)=O)O2
2.0	-0.6	13.5	2.0	-1.4	-0.9	-0.7	1.9	Cc1nc2ccn(Cc3ccccc3)c(=O)c2cc1C(=O)NC1CCCC1
-3.5	5.0	-3.0	-13.6	14.0	0.0	-12.6	-17.0	COc1ccc(C(=O)Nc2ccc3c(c2)CN(C(=O)c2ccco2)CC3)c(OC)c1OC
9.3	2.5	11.1	0.1	1.4	1.0	6.8	4.9	Cc1cc(OCC(=O)Nc2cc(Cl)ccc2C)c2c(-c3ccccc3)cc(=O)oc2c1
9.1	0.6	-32.7	1.5	11.0	4.0	6.3	4.4	CC1=C(C(=O)Nc2cccc(C)c2C)C2(CCN(C(C)C)CC2)OC1=O
23.7	6.5	10.7	30.4*	27.3	2.8	14.2	-38.4	Cc1ccc2c(c1)N(Cc1ccc(Cl)cc1)C(=O)CCS2
-97.3	-3.4	1.1	-85.0	-8.7	-13.0	-14.5	-9.5	CC(CCc1ccccc1)NC(=O)c1nc(Cc2c[nH]c3ccccc23)no1 (stereo not given)

Continued:
USP17 inh	USP10 inh	USP8 block	USP30 block	USP28 block	UCHL1 block	OTUD3 block	USP7 block	Structure
-10.2	8.0	-3.8	0.1	-5.3	3.0	-6.7	-0.9	c1ccc(-c2noc(N3CCN(Cc4ccc5c(c4)OCO5)CC3)n2)cc1
-0.1	0.9	-0.1	-2.5	-7.2	-2.5	-4.6	-1.3	O=C(NC1CC1)c1cc(=O)[nH]c2ccccc12
0.3	2.1	-33.9	5.4	1.7	-1.0	0.1	5.2	CCCc1cc(N2CCC(C3CCCCCN3C(C)=O)CC2)n2ncnc2n1 (stereo not given)
16.3	38.6*	25.4	24.7	0.4	3.9	0.7	-5.7	COc1ccc2c(c1)c(=O)c(S(=O)(=O)c1ccc(F)cc1)cn2Cc1cccc(F)c1
-65.8	-3.4	-154.5	-47.7	0.2	2.3	-28.3	-6.6	COc1ccc(C2c3c(C)nn(-c4ccccc4C)c3N=C3N(C(C)=O)c4ccccc4N32)cc1 (stereo not given)
0.0	0.0	-28.3	11.6	11.2	-0.7	11.3	-0.1	COc1cc(=O)n2c(c1C(=O)NCc1cc(F)cc(F)c1)CCCC2
-21.7	-0.1	-346.7	17.1	0.0	3.7	8.4	-4.8	O=S(=O)(C1CC1)N1CCc2[nH]nc(-c3ccc(F)cc3)c2C1
-27.1	-4.8	13.5	-234.4	-53.9	-15.2	-57.6	-17.8	O=C(c1cc2ccccc2o1)[C@@H]1[C@@H]2CCCN2[C@]2(C(=O)Nc3ccc(Cl)cc32)[C@@]12C(=O)Nc1ccccc12
-0.1	1.3	-0.1	-5.5	1.1	0.0	4.0	-2.8	CCOc1ccc(NC(=O)CSCC(=O)Nc2cccc(C)c2)cc1
68.3*	14.6	8.9	78.4*	29.8	4.1	21.5	4.8	O=C(Nc1ccc2c(c1)OCCCO2)c1cc(S(=O)(=O)N2CCCCC2)ccc1N1CCCC1

3 compounds out of the list above, sorted by their value in USP28 block, lowest first:
smiles	USP28 block
CC(C)CC(=O)N1C[C@H]2C[C@H]3[C@](C1)(CN(CC(C)C)S3(=O)=O)O2	-7.3
Cc1nc2ccn(Cc3ccccc3)c(=O)c2cc1C(=O)NC1CCCC1	-1.4
COc1cc(NC(=O)N2CCCCCC2c2cccs2)cc(OC)c1 (stereo not given)	1.6

The results go on.
USP17 inh	USP10 inh	USP8 block	USP30 block	USP28 block	UCHL1 block	OTUD3 block	USP7 block	Structure
-43.0	4.6	-22.8	10.2	-0.5	5.9	2.2	6.2	COc1ccc(C2=NS(=O)(=O)N(C)C(C(=O)Nc3cccc(C(C)=O)c3)=C2)cc1OC
-13.7	-1.2	0.7	-20.0	-18.4	-2.2	-7.3	-7.6	CSc1nc(SCC(=O)NC(C)CCc2ccccc2)c2c3c(sc2n1)COC(C)(C)C3 (stereo not given)
69.8*	14.9	91.9*	28.6	18.3	6.2	14.9	21.7	O=C(Cn1nc2c3c4c(sc3ncn2c1=O)CCCCC4)Nc1ccc(Cl)cc1F
-3.6	0.0	2.2	10.4	11.3	1.3	12.4	1.6	O=C(c1cscn1)N1CCC2(CCCN2CCCc2ccccc2)C1 (stereo not given)
-3.2	1.0	1.6	-14.4	18.3	6.6	-5.3	7.0	Cc1cccc(Nc2ccc(C3CN(Cc4cccc5ncccc45)CCO3)nc2)n1 (stereo not given)
-0.4	-0.4	3.6	-11.3	0.7	-0.4	-4.9	-3.8	Cn1cc(S(=O)(=O)N(C2CC2)C2CCc3ccccc32)cc1C(N)=O (stereo not given)
-8.6	-3.8	-23.3	-78.6	-11.3	-3.2	-6.9	·	CCN(CC)CCn1c(OC)cc(=O)[nH]c1=O
1.0	-2.3	0.0	-64.3	-3.5	1.5	-8.5	-12.3	O=C(NCc1ccccc1)[C@@H]1Cc2c([nH]c3ccccc23)C2c3ccccc3C(=O)N21 (stereo not given in full)
-28.0	-0.6	-46.7	-20.0	-3.6	-0.5	-16.8	-3.6	O=C(Nc1cc(F)cc(F)c1)N1CCCN(C2CCN(Cc3ccc(F)cc3)C2=O)CC1 (stereo not given)
-7.8	-2.1	-8.5	-33.5	-13.8	-3.4	-10.6	4.2	Cc1nc2c(c(=O)[nH]1)CCN(Cc1cn(CC(=O)O)c3ccccc13)C2

Profiles, quoted from the list. Values in the order: USP17 inh, USP10 inh, USP8 block, USP30 block, USP28 block, UCHL1 block, OTUD3 block, USP7 block
Cc1nc2c(c(=O)[nH]1)CCN(Cc1cn(CC(=O)O)c3ccccc13)C2 as listed: -7.8, -2.1, -8.5, -33.5, -13.8, -3.4, -10.6, 4.2
O=C(c1cscn1)N1CCC2(CCCN2CCCc2ccccc2)C1 (stereo not given) as listed: -3.6, 0.0, 2.2, 10.4, 11.3, 1.3, 12.4, 1.6

(cont.)
USP17 inh	USP10 inh	USP8 block	USP30 block	USP28 block	UCHL1 block	OTUD3 block	USP7 block	Structure
-0.6	2.7	5.1	14.4	-0.6	-0.2	0.1	3.7	Cc1ccc(-c2ccc(C#N)c(SCc3ccccc3)n2)cc1
12.3	-4.5	66.6*	-47.8	7.9	-0.7	-1.1	-22.3	CC(C)OC(=O)c1cc2c(ccn2C)n1CC(=O)N(Cc1ccc(Cl)cc1)c1ccccc1
9.4	-2.6	16.4	14.6	4.1	0.7	4.9	3.6	Cc1cc(C)cc(C(=O)N2CCC(Oc3ncccc3C(=O)N(C)C)C2)c1 (stereo not given)
-172.1	-4.4	-200.0	i	-259.9	-155.3	-209.3	-168.7	COC(=O)C1C(c2ccc(OC)cc2)C2(C(=O)c3ccccc3C2=O)C2C=Cc3ccccc3N12 (stereo not given)
52.0*	0.9	4.3	27.3	16.4	3.0	3.3	7.2	CCCCN1CC(C(=O)Nc2ccc(C(=O)Nc3ccc(F)c(Cl)c3)cc2)CC1=O (stereo not given)
1.6	-1.6	-1.2	6.5	6.7	1.9	2.5	3.3	CC(=O)N1C[C@H](Oc2ccccn2)[C@H]2C[C@@H]1CC[C@H]2N1CCOCC1
2.9	1.6	25.6	2.8	3.2	6.0	-4.4	6.8	COc1ccc(N(C)c2nc(-c3ccc(OC)c(OC)c3)no2)c(OC)c1
21.3	-1.5	-4.1	-18.3	-16.7	3.4	34.1*	-27.7	O=c1c(OC2O[C@H](CO)[C@H](O)[C@H](O)[C@H]2O)c(-c2ccc(O)cc2)oc2cc(O)cc(O)c12 (stereo not given in full)
-5.7	7.6	-38.9	-6.0	-14.5	-4.7	-9.7	-8.3	O=C1CCSc2ccc(S(=O)(=O)Nc3ccc(F)c(Cl)c3)cc2N1
6.7	-4.3	10.1	2.7	9.3	0.5	7.3	0.0	Cc1noc(C)c1C1CCCN1C(=O)c1cc2nc(C3CC3)cc(C(F)(F)F)n2n1 (stereo not given)

Further compounds follow:
USP17 inh	USP10 inh	USP8 block	USP30 block	USP28 block	UCHL1 block	OTUD3 block	USP7 block	Structure
-48.8	-4.9	-13.2	-146.5	-36.8	-2.4	-33.5	-3.8	Cc1nc(NC(C)C)c2oc3ccccc3c2n1
-17.2	-1.4	0.1	-64.9	-10.9	-8.4	-14.1	-5.3	Cc1cc(C(=O)NCc2cccc([C@@H]3NC(=O)N[C@H]4OCCC[C@H]43)c2)no1
59.8*	9.8	58.2*	10.2	25.9	8.1	20.0	-3.9	O=C(COc1ncnc2ccccc12)Nc1ccc2c(c1)OC1(CCCC1)O2
-1.3	1.4	1.9	21.0	9.0	1.0	5.3	-5.4	CCOC(=O)C1CCCN(CC(=O)NC(c2ccccc2)c2ccccc2)C1 (stereo not given)
-4.4	-1.4	-1.6	-9.7	-9.1	-4.7	0.2	-1.0	Cc1onc(C(C)C)c1C(=O)N1CCOC(c2cccc(N(C)C)n2)C1 (stereo not given)
-8.1	-3.2	-31.7	-24.7	-14.2	-3.1	-7.6	0.2	COCCNC(=O)c1ccc2nnc3ncn(C(C)C)c3c2c1
-72.4	-13.0	-58.0	-216.1	-64.6	-20.3	-55.6	-19.1	O=C1NCc2ccccc2CC12CCN(CC1CC=CCC1)CC2 (stereo not given)
-38.7	-7.9	-151.6	-53.6	-6.5	0.0	-15.4	1.3	COc1ccccc1-c1c(Nc2ccccc2C)oc2c1c(=O)n(C)c(=O)n2C
14.6	3.0	14.1	20.9	6.9	2.9	7.4	4.2	CCN1C(=O)Cc2cc(NS(=O)(=O)c3ccccc3F)ccc21
-0.6	-0.8	9.9	7.5	1.0	-2.4	0.3	0.6	CCOc1ccc(CCNS(=O)(=O)c2c(C)nc3sccn3c2=O)cc1OCC

Next results:
USP17 inh	USP10 inh	USP8 block	USP30 block	USP28 block	UCHL1 block	OTUD3 block	USP7 block	Structure
0.4	1.7	-7.5	18.2	1.1	1.1	14.0	2.3	CC(C)c1cc(C(=O)N2CCN(C)CC(C(N)=O)C2)on1 (stereo not given)
-3.9	0.0	4.0	-5.2	-1.6	-0.2	-5.8	-0.8	Cc1cc(-c2cncnc2C2CCCN(C(=O)C3(c4ccccc4)CC3)C2)on1 (stereo not given)
2.3	-2.1	-2.2	6.0	8.8	2.4	0.4	-1.8	N#Cc1cccc(NC(=O)c2ccc3c(c2)nnn3CCN2CCOCC2)c1
-8.8	2.0	-10.5	-4.9	-8.4	-2.6	-10.2	-4.0	Cc1ccc(OCC(=O)NCC2(N3CCOCC3)CCCCC2)cc1
4.1	-3.2	8.9	23.6	14.8	0.0	9.9	-1.5	Cc1oc(C2CCC2)nc1C(=O)NCCCn1cccn1
-12.0	-1.5	-0.9	-76.4	-1.4	-0.7	-8.0	-4.9	Cc1ccc(OCC(=O)Nc2ccc(O)cc2)c(-n2cnnc2)c1
10.0	-2.5	-5.8	-35.8	-26.9	1.4	-8.6	5.0	Cc1cc(C)cc(NC(=O)CCc2c(C)nn(-c3cc(N4CCOCC4)ncn3)c2C)c1
4.4	-0.5	0.1	-6.4	-3.8	-0.9	-0.3	0.2	CN1CCC(c2nnc3n2CCN(C(=O)c2ccc4c(c2)CCCC4)CC3)CC1
12.2	0.5	19.9	47.6*	13.4	2.6	13.9	6.7	CCN1CCN(c2ccc(C(=O)OC)cc2NC(=O)c2sc3cc(Cl)ccc3c2Cl)CC1
4.2	-4.4	7.4	-11.2	-10.4	3.1	-3.8	-4.8	CC1CCc2c(sc3nc(CN4CCOCC4)nc(NCC(=O)Nc4ccccc4Br)c23)C1 (stereo not given)

Entries listed so far marked active in USP30 block.
USP17 inh	USP10 inh	USP8 block	USP30 block	USP28 block	UCHL1 block	OTUD3 block	USP7 block	Structure
23.7	6.5	10.7	30.4*	27.3	2.8	14.2	-38.4	Cc1ccc2c(c1)N(Cc1ccc(Cl)cc1)C(=O)CCS2
68.3*	14.6	8.9	78.4*	29.8	4.1	21.5	4.8	O=C(Nc1ccc2c(c1)OCCCO2)c1cc(S(=O)(=O)N2CCCCC2)ccc1N1CCCC1
12.2	0.5	19.9	47.6*	13.4	2.6	13.9	6.7	CCN1CCN(c2ccc(C(=O)OC)cc2NC(=O)c2sc3cc(Cl)ccc3c2Cl)CC1

(listing goes on)
USP17 inh	USP10 inh	USP8 block	USP30 block	USP28 block	UCHL1 block	OTUD3 block	USP7 block	Structure
-2.0	2.4	-112.9	21.2	3.8	2.9	12.5	-5.4	CCn1ncc(Cn2cc(Cl)c([N+](=O)[O-])n2)c1C
6.2	3.5	12.6	10.0	3.0	2.4	6.0	-1.0	c1ccc(Cn2cc(-c3noc(-c4ccco4)n3)nn2)cc1
8.3	7.3	-71.9	13.5	12.4	2.1	19.3	-0.7	O=C(O)CC(NC(=O)C(c1ccccc1)c1ccccc1)c1ccc(F)cc1 (stereo not given)
0.7	2.6	3.0	4.8	9.8	1.9	3.5	0.5	Cc1ccc2[nH]c(=O)c(-c3noc(CCC(=O)N4CCOCC4)n3)cc2c1
